GSH bead fluor: compound fluorescence on glutathione beads, profiling panel, artefact control, biophysical, 488/530 nm, flow cytometry | 0.25% of 190,000 active | AID 1776, 2009 | GSH beads flow cytometry, compound fluorescence 488/530 nm; active compounds read high | fluorescence (KMESF) at 10 µM; in the data active = fluorescence above about 89;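 also: glutathione beads carrying GST-tagged Bcl family fusion proteins plus one bare bead set; values are compound well signal with DMSO vehicle wells as background; inactives centre near 16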
Bcl-B Bim block: inhibitors of Bim-Bcl-B binding, primary screen, biochemical, multiplexed, human Bcl-2 family; Bcl-2-like protein 10 (Homo sapiens), Q9HD36; bead-based flow cytometry, Bim peptide-Bcl-B binding; inhibition, % at 10 µM; 0.073% of 190,000 active;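 also: 0% = tracer peptide without compound and 100% = reference inhibitor peptide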
Target sequence (Q9HD36 whole entry, looked up): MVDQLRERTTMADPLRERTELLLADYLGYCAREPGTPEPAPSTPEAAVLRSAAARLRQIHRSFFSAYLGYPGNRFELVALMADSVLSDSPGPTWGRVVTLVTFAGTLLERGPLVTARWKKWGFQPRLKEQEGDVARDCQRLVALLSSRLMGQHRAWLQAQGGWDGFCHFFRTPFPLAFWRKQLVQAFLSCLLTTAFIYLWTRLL
Bim-Bcl-XL: inhibitors of Bim-Bcl-XL binding, primary screen, biochemical, multiplexed, bead flow cytometry, human Bcl-XL; Bcl-2-like protein 1 (Homo sapiens), Q07817; Bim peptide-Bcl-XL binding, fluorescence; inhibition, % at 10 µM; 0.04% of 190,000 active; AID 1007, 2008
RGS7-Gao: RGS7-Galphao binding modulators, primary screen, biochemical, multiplexed bead flow cytometry; 0.35% of 220,000 active; binding response (% of control), % at 10 µM; actives lie on both sides; AID 1439, 2008; in the data active = binding response below about 49% or above about 150%; inconclusive = no clear call, values can overlap the other calls; inactive = in between;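 also: fluorescent Galphao held in activated GDP-AlF4 state binding bead-coupled RGS7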
Target sequence (P09471 whole entry, looked up): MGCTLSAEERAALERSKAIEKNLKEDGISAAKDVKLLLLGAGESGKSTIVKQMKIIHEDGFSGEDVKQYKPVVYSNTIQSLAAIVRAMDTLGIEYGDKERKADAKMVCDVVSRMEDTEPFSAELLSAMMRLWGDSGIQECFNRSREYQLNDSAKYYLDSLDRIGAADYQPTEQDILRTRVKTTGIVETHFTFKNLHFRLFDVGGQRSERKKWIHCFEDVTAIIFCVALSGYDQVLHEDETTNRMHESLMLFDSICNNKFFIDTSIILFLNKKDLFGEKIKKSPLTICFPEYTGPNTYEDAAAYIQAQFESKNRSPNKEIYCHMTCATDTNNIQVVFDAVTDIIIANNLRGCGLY
Bfl-1 Bim block: inhibitors of Bim binding to Bfl-1, primary screen, biochemical, multiplexed, bead-based flow cytometry; Bim-Bfl-1 binding inhibition; inhibition, % at 10 µM; 0.12% of 190,000 active; AID 1008, 2008;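 also: 0% = wells without compound plus tracer and 100% = blocker peptide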
Bim-Mcl-1: inhibitors of Bim peptide binding to Mcl-1, primary screen, biochemical, bead-based flow cytometry, multiplex; 0.1% of 190,000 active; Bim peptide-Mcl-1 binding; inhibition, % at 10 µM; AID 1009, 2008; Induced myeloid leukemia cell differentiation protein Mcl-1 (Homo sapiens), Q07820;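 also: 0% = no compound tracer wells and 100% = peptide blocker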
Target sequence (Q07820 whole entry, looked up): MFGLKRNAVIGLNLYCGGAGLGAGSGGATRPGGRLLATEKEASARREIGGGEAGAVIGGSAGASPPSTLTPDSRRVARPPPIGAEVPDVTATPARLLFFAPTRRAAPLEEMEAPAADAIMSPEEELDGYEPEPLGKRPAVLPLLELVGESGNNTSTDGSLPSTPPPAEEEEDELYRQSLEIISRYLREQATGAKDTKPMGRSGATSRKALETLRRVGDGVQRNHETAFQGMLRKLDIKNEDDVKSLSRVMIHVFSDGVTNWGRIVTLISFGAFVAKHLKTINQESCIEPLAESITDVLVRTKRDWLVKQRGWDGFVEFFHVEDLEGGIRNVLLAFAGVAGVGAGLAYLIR
RGS4-Gao reg: modulators of RGS4 binding to Galphao, primary screen, biochemical, multiplexed bead flow cytometry | Guanine nucleotide-binding protein G(o) subunit alpha (Homo sapiens), P09471 | actives lie on both sides | binding response (% of control), % at 10 µM | 0.33% of 220,000 active | AID 1415, 2008; in the data active = binding response below about 49% or above about 150%; inactive = in between;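 also: fluorescent Galphao activated with aluminum fluoride binding bead-coupled RGS4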
Bim-Bcl-2: inhibitors of Bim-Bcl-2 binding, primary screen, biochemical, multiplexed, human Bcl-2 family | 0.06% of 190,000 active | Bead-based flow cytometry, Bim peptide-Bcl-2 binding | Apoptosis regulator Bcl-2 (Homo sapiens), P10415 | inhibition, % at 10 µM | AID 950, 2007; in the data active = inhibition above about 40%; inconclusive = no clear call, values can overlap the other calls;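 also: 0% = no compound wells with probe peptide and 100% = reference peptide inhibitor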
RGS8-Gao: RGS8-Galphao binding modulators, primary screen, biochemical, multiplexed bead flow cytometry; response (percent of control binding), % at 10 µM; actives lie on both sides; AID 1423, 2008; Guanine nucleotide-binding protein G(o) subunit alpha (Homo sapiens), P09471; 0.34% of 220,000 active; in the data active = response below about 60% or above about 140%; inactive = in between;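 also: Galphao activated as the GDP aluminium fluoride complex binding bead-coupled RGS8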
Mcl1 Bid PPI: Mcl-1/Bid binding inhibitors, primary screen, biochemical, TR-FRET, 1536-well; TR-FRET Mcl-1/Bid-Dy647 peptide binding; 0.97% of 220,000 active; inhibition, % at 21.7 µM; Induced myeloid leukemia cell differentiation protein Mcl-1 (Homo sapiens), Q07820; AID 1021, 2008;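 active = compounds that cut the binding signal by more than half at the single screening dose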;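 also: His-tagged Mcl-1 with europium anti-His antibody binding Bid BH3 peptide; 0% = Mcl-1 plus peptide wells and 100% = peptide-only wells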
Bcl-W Bim block: inhibitors of Bim binding to Bcl-W, primary screen, biochemical, multiplexed, bead-based flow cytometry. Bcl-2-like protein 2 (Homo sapiens), Q92843. Bim peptide-Bcl-W binding. inhibition, % at 10 µM. 0.02% of 190,000 active. AID 952, 2007;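 also: 0% = bound tracer without compound and 100% = peptide blocker; higher means less fluorescent Bim peptide bound to Bcl-W beads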
Target sequence (Q92843 whole entry, looked up): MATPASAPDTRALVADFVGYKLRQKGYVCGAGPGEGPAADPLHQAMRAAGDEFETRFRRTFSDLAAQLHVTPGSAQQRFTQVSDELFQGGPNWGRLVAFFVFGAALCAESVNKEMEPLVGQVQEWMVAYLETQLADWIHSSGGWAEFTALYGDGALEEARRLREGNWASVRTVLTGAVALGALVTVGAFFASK
Starred values were filed as active, the others as inactive; ? = inconclusive; [ ] = another dose, or the depositor's remark. Rule as the data show it, unless noted: active = inhibition above about 40%.

Every second line gives: GSH bead fluor | RGS7-Gao | Mcl1 Bid PPI | RGS8-Gao | Bim-Mcl-1 | Bim-Bcl-2 | Bcl-W Bim block | Bfl-1 Bim block | Bcl-B Bim block | RGS4-Gao reg | Bim-Bcl-XL
- Cc1csc(NC(=O)c2ccc(OCC3CCCO3)cc2)n1 (stereo not drawn)
    10 | 107 | -21 | 99 | 1 | -1 | 0 | -3 | -1 | 100 | 1
- Cc1cc(C)c2c(n1)sc1c(=O)n(Cc3ccccc3Cl)nnc12
    10 | 101 | -14 | 97 | 0 | 0 | 0 | 0 | 0 | 95 | -2
- Cc1ccc2cc(CN(C(=O)c3ccco3)c3ccccc3C)c(=O)[nH]c2c1
    17 | 97 | 10 | 98 | -2 | -5 | -5 | -1 | -3 | 101 | -4
- Cc1ccc(/C=C/C2=NN(Cc3ccc(Cl)c(Cl)c3)C(=O)CC2)cc1
    15 | 103 | -6 | 104 | 1 | -3 | 2 | -10 | -4 | 102 | -3
- O=C(Cc1cccs1)N1CCN(c2nc(-c3ccc(Cl)cc3)cs2)CC1
    5 | 99 | -27 | 100 | 0 | -1 | 1 | -9 | -6 | 101 | -3
- Cc1ccc(S(=O)(=O)N2CCCC2C(=O)Nc2ccc(O)cc2)cc1 (stereo not drawn)
    14 | 101 | -3 | 103 | -3 | -7 | -5 | -7 | -11 | 100 | -7
- NC(=O)c1c(N)sc2c1CCC2
    16 | 112 | -16 | 94 | -4 | -1 | 0 | 8 | -33 | 100 | -2
- Cn1c(CN2CCCCC2)nc2cc(NC(=O)c3ccc(Cl)cc3)ccc21
    16 | 100 | -32 | 99 | -5 | -2 | -7 | 7 | -19 | 93 | -5
- CCO[C@@H]1OC(C(=O)N2CCOCC2)=C[C@H](C2CCCCC2)[C@H]1CCCO
    17 | 102 | 3 | 102 | -2 | -1 | -2 | -4 | -4 | 100 | -3
- Cn1c(Cn2cnc([N+](=O)[O-])n2)nnc1SCC(=O)Nc1ccc(Br)cc1
    12 | 104 | -14 | 100 | 1 | -2 | 0 | -3 | -5 | 101 | -1
- Cc1ccc(S(=O)(=O)N2CCCC(NC(=O)N3CCN(c4ccccc4)CC3)C2)cc1 (stereo not drawn)
    7 | 100 | -64 | 105 | 4 | 2 | 1 | 1 | 3 | 103 | 3
- CSc1nc(NC(C)(C)C)nc(Oc2ccc(=O)[nH]n2)n1
    24 | 101 | -8 | 101 | -1 | -1 | -2 | -3 | 0 | 102 | -2
- CCOC(=O)CC1=NN(c2ccccc2)C(=O)/C1=C\c1ccc(N(C)C)cc1
    4 | 99 | -48 | 100 | -7 | -5 | -2 | -2 | -7 | 97 | -4
- COC(=O)c1ccc(Cl)c(NC(=O)c2cccc([N+](=O)[O-])c2C)c1
    20 | 95 | -24 | 98 | 1 | -3 | 2 | -1 | -4 | 98 | -3
- N/C(=N\OC(=O)COc1ccc2ccccc2c1Br)c1ccccn1
    11 | 101 | -5 | 103 | -1 | -2 | 3 | -3 | -1 | 103 | 1
- O=C1C(=Cc2cccn2-c2ccccc2)C(=O)c2ccccc21
    13 | 104 | 73* | 100 | 4 | 8 | 7 | 18 | -13 | 101 | 2
- N#C/C(C(=O)N1CCOCC1)=c1/s/c(=C\c2ccccn2)c(=O)n1-c1ccccc1
    14 | ? | 7 | 113 | 0 | 0 | -1 | 0 | -2 | 114 | -2
- CCOC(=O)N1CCN(Cc2nc(N)nc(Nc3ccc(Oc4ccccc4)cc3)n2)CC1
    51 | 104 | -34 | 105 | -3 | -5 | 0 | -10 | -6 | 100 | -15
- CCOC(=O)C1CCN(c2ncnc3c2oc2ccc(Br)cc23)CC1
    26 | 98 | -12 | 102 | 0 | 4 | 0 | 1 | 3 | 103 | 1
- Cc1ccc(NC(=O)c2ccc3ccccc3n2)cc1S(=O)(=O)N1CCOCC1
    12 | 104 | 1 | 104 | 2 | 2 | 1 | -3 | -2 | 106 | 4

Arranged by value in RGS7-Gao (high to low): three of the compounds above
Molecule	GSH bead fluor	RGS7-Gao	Mcl1 Bid PPI	RGS8-Gao	Bim-Mcl-1	Bcl-W Bim block	Bfl-1 Bim block	Bcl-B Bim block	RGS4-Gao reg	Bim-Bcl-XL
O=C1C(=Cc2cccn2-c2ccccc2)C(=O)c2ccccc21	13	104	73*	100	4	7	18	-13	101	2
CCOC(=O)C1CCN(c2ncnc3c2oc2ccc(Br)cc23)CC1	26	98	-12	102	0	0	1	3	103	1
COC(=O)c1ccc(Cl)c(NC(=O)c2cccc([N+](=O)[O-])c2C)c1	20	95	-24	98	1	2	-1	-4	98	-3

Later entries:
Every second line gives: GSH bead fluor | RGS7-Gao | Mcl1 Bid PPI | RGS8-Gao | Bim-Mcl-1 | Bim-Bcl-2 | Bcl-W Bim block | Bfl-1 Bim block | Bcl-B Bim block | RGS4-Gao reg | Bim-Bcl-XL
- Cc1cc(=O)oc2c(N)c(O)ccc12
    26 | 106 | -19 | 102 | 0 | -9 | 0 | -10 | -5 | 102 | -4
- CN1CCN(C(=O)c2ccc(C3SCC(=O)N3Cc3ccco3)cc2)CC1 (stereo not drawn)
    10 | 97 | -38 | 96 | -3 | 0 | -2 | -3 | 0 | 89 | -4
- CC(C)CC(=O)Nc1cccc2c1C(=O)N(c1ccccc1)C2=O
    20 | 107 | 2 | 124 | -4 | -9 | -3 | 1 | -1 | 107 | -5
- CCOc1ccccc1C(=O)N1CCOCC1
    49 | 91 | -17 | 94 | -103 | -22 | 4 | -12 | -33 | 91 | -3
- CCN(CC)CCOc1ccc2c(c1)C(=NNC(=O)c1ccccn1)c1cc(OCCN(CC)CC)ccc1-2
    25 | 216*[activator] | -30 | 154*[activator] | -20 | -15 | -9 | -12 | 29 | 172*[activator] | -16
- O=C(O)c1cn(-c2ccc(F)c(F)c2)c2c(F)c(F)c(F)c(F)c2c1=O
    22 | 102 | -26 | 100 | 0 | -3 | 2 | -10 | -1 | 101 | -2
- COc1ccc(Cl)cc1NC(=S)N(CCN1CCOCC1)C1CCN(C(C)=O)CC1
    7 | 105 | -16 | 98 | 0 | 2 | -5 | 4 | 0 | 101 | 0
- COCCCN1C(=O)C(O)=C(C(C)=O)C1c1ccccn1 (stereo not drawn)
    24 | 99 | -70 | 100 | 1 | -6 | 3 | -2 | -5 | 91 | 0
- COc1ccc(CCNC(=O)CCCOc2cc(=O)n(C)c3ccccc23)cc1OC
    11 | 102 | -7 | 102 | -3 | -3 | -1 | -4 | -3 | 100 | -2
- O=C(Cn1nnc(-c2ccccc2-n2cnnn2)n1)N1CCCCC1
    15 | 100 | 2 | 102 | 0 | -8 | 0 | -12 | -8 | 100 | -5
- O=C(Nc1ccc(NC(=O)c2cccs2)cc1)c1ccco1
    19 | 99 | -8 | 103 | 3 | 0 | 4 | 2 | 1 | 102 | 5
- O=C(CNC(=O)c1ccccc1)NC1(C(=O)NC2CCCCC2)CCCCC1
    16 | 102 | -4 | 103 | -4 | -3 | -6 | -5 | -5 | 106 | -4
- O=C(NCc1cccnc1)NC1(C(F)(F)F)Oc2ccccc2O1
    26 | 101 | -10 | 100 | -5 | -11 | -1 | -22 | -6 | 99 | -6
- Cc1nc(CCN2C(=O)c3ccccc3C2=O)cs1
    18 | 91 | -10 | 95 | -2 | -2 | 0 | -1 | 0 | 89 | 0
- N#Cc1ccccc1NC(=O)CSc1nnc(-c2ccncc2)o1
    16 | 97 | -10 | 99 | -3 | 0 | 2 | 7 | -1 | 97 | 1
- Cc1cc(C)cc(NC(=O)c2cc(Cl)sc2Cl)c1
    13 | 99 | -9 | 103 | -3 | -6 | -7 | -8 | -7 | 101 | -8
- COc1cc(S(=O)(=O)N2CCCCCC2)ccc1Cl
    29 | 103 | -3 | 99 | -1 | -2 | -1 | -1 | 2 | 98 | 1
- O=C(CCCC(=O)OCC(=O)c1ccc(F)cc1)Nc1cc(C(F)(F)F)ccc1Cl
    25 | 95 | 2 | 92 | 1 | -2 | 0 | -2 | 0 | 96 | -2
- COc1cccc(CNC(=O)CCC2CCCN(C(=O)c3cccc(Cl)c3)C2)c1 (stereo not drawn)
    16 | 103 | -35 | 101 | -5 | -5 | -1 | -2 | -6 | 106 | -4
- COc1ccc(/C=N/OCC(=O)N2CCCC2)c(OC)c1
    16 | 95 | -10 | 96 | 0 | -2 | -1 | -4 | -2 | 94 | -1
- C=CCSc1nnc(NC(=O)COc2ccc3ccccc3c2)s1
    10 | 102 | -20 | 103 | -2 | -5 | -2 | -5 | 0 | 102 | -4
- COc1ccc(NC(=O)COC(=O)c2ccco2)c([N+](=O)[O-])c1
    11 | 99 | -1 | 90 | -3 | -3 | -3 | -1 | -2 | 96 | -2
- C#CC[N+](C)(C)CC#Cc1ccccc1
    14 | 97 | -115 | 93 | -1 | -1 | 2 | 0 | -2 | 100 | 0
- Cc1ccccc1N(C(=O)CCC(=O)Nc1ccccn1)C(C(=O)NC(C)C)c1ccc(O)cc1 (stereo not drawn)
    5 | 100 | -11 | 98 | -1 | 0 | -2 | 2 | -2 | 99 | -2
- Cc1ccc(S(=O)(=O)c2c(N)n(/N=C/c3ccco3)c3nc4ccccc4nc23)cc1C
    11 | 99 | 8 | 100 | 1 | 0 | 6 | -6 | 2 | 99 | -6
- Cc1cc([N+](=O)[O-])nn1CCCC(=O)Nc1cc(Cl)ccc1Cl
    24 | 107 | 5 | 98 | 0 | 3 | -1 | 5 | 2 | 102 | -1
- CCCNc1[nH]c(=O)n(C)c(=O)c1N=O
    8 | 109 | -10 | 102 | 1 | 0 | 1 | 0 | -1 | 100 | 5
- COC(=O)COc1ccc(S(=O)(=O)N2CCc3ccccc3C2)cc1C
    14 | 116 | 5 | 103 | 3 | 1 | 3 | 1 | 4 | 119 | 3
- COc1ccc(-c2nc(-c3ccccc3)c(-c3cc([N+](=O)[O-])ccc3C)[nH]2)cc1O
    21 | 103 | -11 | 101 | -9 | -6 | -4 | 0 | -4 | 105 | -4
- CN(C)S(=O)(=O)c1ccc(C(=O)Oc2cc(=O)[nH]c3ccccc23)cc1
    13 | 98 | 3 | 93 | 3 | 0 | 4 | 1 | 1 | 95 | 3
- CN(Cc1ccccc1)S(=O)(=O)c1ccccc1[N+](=O)[O-]
    11 | 110 | 1 | 104 | 2 | 0 | 1 | -8 | -4 | 103 | -4
- COC(=O)c1ccc(SCc2cnc(Cl)s2)cc1
    16 | 105 | 6 | 102 | -2 | 1 | -1 | 0 | -3 | 100 | 0
- CN1CCN(CCNC(=O)c2cc3c(=O)n(C)c4ccccc4c3n2C)CC1
    17 | 98 | -12 | 102 | 0 | -4 | 0 | -10 | -4 | 102 | -3
- CN(C)S(=O)(=O)c1cccc(NC(=O)COC(=O)CCOc2ccccc2)c1
    13 | ? | -10 | 97 | 0 | -4 | 1 | -8 | -5 | 120 | -2
- CCOC(=O)c1cn(CC(=O)Nc2ccc(CC)cc2)nn1
    14 | 103 | -26 | 104 | -1 | -5 | 1 | -9 | -3 | 103 | -1

From PubChem
